12-LOX inh = ALOX12 (human) lipoxygenase inhibition; P18054; purified 12hLO, xylenol orange hydroperoxide absorbance; Potency, µM (titrated, usually from 108 µM), inactives show at the highest dose activity change, negative = inhibition, hits mostly inhibitors; 580,000 tested, 1.1% active; AID 1671190; note: % is set by controls: 0 for no effect and ±100 for the full control effect
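Hydroperoxide product was detected by ferrous iron/xylenol orange as the 573 to 405 nm absorbance ratio. Arachidonic acid at 40 uM (final) was turned over for 30 min at room temperature by 150 nM human 12hLO, pH 7.0 Hepes buffer, after 15 min compound preincubation.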
TrxR1 inh = blocks rat thioredoxin reductase 1. AID 588453. Potency, µM (doses to about 114 µM), inactives show top-dose activity change, negative = inhibition, most hits filed as inhibitors. 390,000 tested, 1% active. recombinant rTrxR1, NADPH fluorescence consumption, selenite substrate. O89049; note: % is set by controls: 0 for no effect and ±100 for the full control effect; nearly all actives have a fitted effect of over 65% in size
Target sequence (O89049 whole entry, looked up): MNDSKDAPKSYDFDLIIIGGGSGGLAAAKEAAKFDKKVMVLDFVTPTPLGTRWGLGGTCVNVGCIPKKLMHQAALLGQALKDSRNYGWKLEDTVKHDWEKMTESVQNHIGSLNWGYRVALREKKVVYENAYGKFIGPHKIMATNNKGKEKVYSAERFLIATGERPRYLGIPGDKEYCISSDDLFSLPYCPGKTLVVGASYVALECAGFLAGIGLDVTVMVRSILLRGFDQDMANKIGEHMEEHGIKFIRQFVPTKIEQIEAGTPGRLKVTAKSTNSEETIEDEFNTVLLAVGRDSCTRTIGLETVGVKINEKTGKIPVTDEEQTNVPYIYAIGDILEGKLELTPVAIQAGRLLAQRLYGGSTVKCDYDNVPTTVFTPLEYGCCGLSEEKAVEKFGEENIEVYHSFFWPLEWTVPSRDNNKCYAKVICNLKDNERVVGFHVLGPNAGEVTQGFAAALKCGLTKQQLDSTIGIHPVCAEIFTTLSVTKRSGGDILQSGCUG
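Rat TrxR1 (90 nM in the dispensed reagent) was pre-reduced with 400 uM NADPH for 5 min at room temperature, then incubated with compound for 15 min. After 400 uM selenite was added, NADPH fluorescence (Ex 340/Em 450 nm) was followed for 8 min.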
TrxR1 substrate = rat thioredoxin reductase 1 substrate activity. 390,000 tested, 0.01% active. Potency, µM (titrated, usually from 114 µM), inactives show at the top dose activity change, negative = substrate turnover. purified TrxR1 substrate turnover, NADPH consumption readout. O89049. AID 588456; note: % is set by controls: 0 for no effect and ±100 for the full control effect; nearly all actives have a fitted effect of over 50% in size
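Rat TrxR1, dispensed at 90 nM, was prereduced with 400 uM NADPH (final) for 5 min at ~22 deg C, then incubated with compound 15 min before 400 uM selenite. A first-read NADPH fluorescence drop versus no-compound background flagged substrates.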
RXFP1 agonist = activates the human relaxin receptor RXFP1; 370,000 tested, 0.3% active; HEK293T-RXFP1 cAMP TR-FRET, 30 min; response scale: percent of porcine relaxin response, buffer zero; Potency, µM (doses to about 57.5 µM), for inactives: at the top dose activation, hits mostly activators; Q9HBX9; note: % is set by controls: 0 for no effect and ±100 for the full control effect; nearly all actives have a fitted effect of over 60% in size; many of its hits are not listed in these tables
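Agonist response is measured as cAMP accumulation in an RXFP1-transfected HEK293T line under PDE4 inhibition. Values are scaled between buffer-only and 29 nM porcine relaxin, and EC50s come from standard Hill equation fits.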
USP1-UAF1 inh = blocks the human USP1/UAF1 deubiquitinase complex; AID 743255; O94782; 390,000 tested, 0.23% active; Potency, µM (titrated, usually from 57.1 µM), inactives show at the top dose activity change, negative = inhibition, usual class: inhibitors; recombinant USP1/UAF1, Ub-Rhodamine cleavage fluorescence; note: % is set by controls: 0 for no effect and ±100 for the full control effect; nearly all actives have a fitted effect of over 60% in size; inactives centre near -12
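In this screen, compounds sit with the deubiquitinase complex (1nM) for 15 min at room temperature before Ub-Rho is added at 150nM final. Fluorescence rise is then followed for 6 reads every 60 seconds.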
Vif-A3G inh = Vif-A3G binding inhibition. Q9HC16. HeLa A3G-eYFP + Vif (tagged APOBEC3G with the HIV-1 protein that degrades it), YFP fluorescence, overnight. Potency, µM (series often up to 46.1 µM), for the others: at the highest dose activity, negative = active, usual class: inhibitors. 410,000 tested, 0.076% active. AID 602310;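 note: % is set by controls: 0 for no effect and ±100 for the full control effect; nearly all actives have a fitted effect of over 60% in size; hits raise eYFP signal because A3G escapes Vif-driven loss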
Target sequence (Q9HC16 whole entry, looked up): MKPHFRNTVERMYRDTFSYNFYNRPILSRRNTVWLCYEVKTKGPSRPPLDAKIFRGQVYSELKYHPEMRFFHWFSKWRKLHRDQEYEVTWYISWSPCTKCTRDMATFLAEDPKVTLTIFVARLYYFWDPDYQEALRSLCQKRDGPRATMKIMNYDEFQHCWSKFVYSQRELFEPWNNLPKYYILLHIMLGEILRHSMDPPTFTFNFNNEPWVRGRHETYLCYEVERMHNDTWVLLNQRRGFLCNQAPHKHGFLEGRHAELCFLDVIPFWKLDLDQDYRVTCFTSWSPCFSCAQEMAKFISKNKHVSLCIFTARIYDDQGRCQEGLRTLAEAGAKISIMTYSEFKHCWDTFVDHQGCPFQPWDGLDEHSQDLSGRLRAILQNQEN
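HeLa cells stably expressing Vif and C-terminally eYFP-tagged A3G, seeded overnight at 37 deg C, then exposed to compound by pintool overnight at 37 deg C. Rise in yellow fluorescence (Ex 488/Em 500-530, Acumen) marks blocked Vif-driven A3G degradation.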
Vif-APOBEC3F blk = blocks the Vif interaction with APOBEC3F; HeLa A3F-eYFP + Vif (tagged APOBEC3F with the HIV-1 protein that degrades it), YFP fluorescence increase; Potency, µM (doses to about 46.1 µM), without a hit: top-dose activity, negative = active; 390,000 tested, 0.2% active; AID 602313; note: % of control where 0% means no effect; nearly all actives have a fitted effect of over 65% in size
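Fluorescence increase (Ex 488/Em 500-530) after overnight compound treatment at 37 deg C flags inhibition of Vif-driven A3F-eYFP loss in stable HeLa A3F-eYFP/Vif cells seeded overnight beforehand.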
IDH1 R132H inh = human IDH1 R132H inhibition; AID 602179; O75874; Potency, µM (doses to about 76.6 µM), for inactives: at the highest dose activity change, negative = inhibition, hits mostly inhibitors; 390,000 tested, 0.093% active; IDH1-R132H enzyme, NADPH consumption, diaphorase/resazurin fluorescence; note: % is set by controls: 0 for no effect and ±100 for the full control effect; nearly all actives have a fitted effect of over 65% in size
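IDH1-R132H (0.5 ug/mL) preincubated 30 min with compound, then NADPH (0.016 mM) and alpha-KG (2 mM) added; 80 min at RT, pH 7.5. Remaining NADPH coupled via diaphorase/resazurin to fluorescence (540/590 nm); concentration-response curves normalized to no-enzyme control.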
RGS4 inhibitor = human RGS4 inhibition. P49798. Transcreener GDP fluorescence polarization, RGS4-accelerated GTP hydrolysis. Potency, µM (top dose mostly 114 µM), for the others: at the top dose activity change, negative = inhibition, actives largely listed as inhibitors. 390,000 tested, 0.039% active. AID 504845; note: % is set by controls: 0 for no effect and ±100 for the full control effect; nearly all actives have a fitted effect of over 75% in size; some results filed as inactive show a strong effect at the top dose
Target sequence (P49798 whole entry, looked up): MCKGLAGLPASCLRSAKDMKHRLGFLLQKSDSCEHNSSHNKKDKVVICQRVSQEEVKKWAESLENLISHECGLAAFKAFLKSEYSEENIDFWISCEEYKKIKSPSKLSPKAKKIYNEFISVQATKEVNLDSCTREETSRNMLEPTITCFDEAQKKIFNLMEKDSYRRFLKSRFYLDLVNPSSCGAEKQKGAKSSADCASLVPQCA
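MLSMR compounds (23 nl, pin-transferred) preincubated 10 min at room temperature with a 500nM (2x) first reagent, then RGS4 at 900nM (2x) plus Transcreener GDP mix added; fluorescence polarization (620/688 nm) read before and after 90 min at 30 °C.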
An asterisk follows results filed as active; i = inactive; u = inconclusive; x = not tested or not shown; & = joins results of further samples; ! = repeats disagree; [ ] = another dose, or the depositor's remark. Calls come from the whole dose curve; as a rule, active = well fitted curve in the direction sought with a large enough effect; inconclusive = small, poorly fitted or top-dose-only effect, or another doubt; inactive = no such curve, though single readings can be large; an effect the other way counts as inactive or inconclusive. Potency is the fitted concentration of half-maximal effect.

item	Structure	12-LOX inh	TrxR1 inh	TrxR1 substrate	RXFP1 agonist	USP1-UAF1 inh	Vif-A3G inh	Vif-APOBEC3F blk	IDH1 R132H inh	RGS4 inhibitor
1	C[C@H]1CCCCO[C@@H](CN(C)S(=O)(=O)c2ccc(F)cc2)[C@@H](C)CN([C@@H](C)CO)C(=O)c2cc(NC(=O)Nc3ccc4c(c3)OCO4)ccc2O1	-20%	x	x	x	-6%	0%	1%	-8%	x
2	O=C(Nc1nc2ccccc2[nH]1)c1cccc(F)c1	22%	12%	-5%	0.9%	-16%	-12%	-13%	2%	2%
3	Cc1ccc(-c2cc(C(=O)Nc3cc(C)on3)no2)cc1	1%	33%	-1%	1.9%	-7%	0%	0%	-4%	-7%
4	COc1cc(NC(=O)C2CCN(S(=O)(=O)c3ccc4c(c3)CC(C)N4C(C)=O)CC2)cc(OC)c1OC (stereo not given)	-1%	-2%	0%	-1.2%	-24%	-2%	1%	-3%	21%
5	CN1CC(=O)Nc2cc(C(=O)O)ccc21	-1%	18%[57.1 µM]	5%[57.1 µM]	3.0%	u	-4%	1%	8%	-16%
6	COc1ccc(S(=O)(=O)N2CCN(C(=O)c3cc(C)oc3C)CC2)cc1	-16%	13%	9%[57.1 µM]	-0.8%	-17%	0%	-11%	-2%	3%
7	O=C(NCCc1ccc(Cl)cc1)C1CCC(=O)N1C1CCCC1 (stereo not given)	-13%	24%	2%	-0.1%	9%	3%	-1%	-5%	-5%
8	Cc1ccc(Cn2c(C(C)Nc3nc(-c4ccc(C)cc4)cs3)nc3cc(Cl)c(Cl)cc32)cc1 (stereo not given)	-27%	5%	7%	-0.7%	u	0%	-13%	7%	u
9	CNC(=O)NC(=O)CSc1ccc(S(=O)(=O)N2CCOCC2)cn1	u	8%	0%	0.7%	-15%	3%	-6%	5%	-15%
10	Cc1ccc(C)n1-c1ccc(C(=O)NC2CCN(Cc3ccccc3)CC2)cc1	-17%	-19%	-10%	-1.2%	-15%	3%	-3%	0%	-6%
11	Cc1ccc(NC(=O)[C@H]2O[C@@H]3OC(C)(C)O[C@@H]3[C@H]3OC(C)(C)O[C@H]32)cc1F	-33%	-1%	-2%	0.8%	u	-1%	-7%	-1%	6%
12	CCCN(CCC)CCCNC(=O)C1c2cc(OC)c(OC)cc2C(=O)N(C)C1c1cccs1 (stereo not given)	21%	2%	8%	-0.3%	-2%	-1%	1%	1%	21%
13	Cc1cccc(C)c1NC(=O)C(=O)NCC1CCCN1S(=O)(=O)c1ccccc1 (stereo not given)	-18%	-9%[57.1 µM]	-9%[57.1 µM]	-0.3%	-3%	-1%	-25%	-5%	18%
14	COc1ccccc1CNC(=O)C1CCC(CNS(=O)(=O)c2ccc(F)cc2)CC1 (stereo not given)	10%	3%	-2%	3.3%	-13%	0%	-24%	-3%	9%[56.9 µM]
15	Cc1c(C)n(C(=O)CN2CCN(c3ccccn3)CC2)c2ccccc12	0%	5%[57.1 µM]	-13%	1.2%	-24%	-2%	8%	1%	-41%
16	COc1ccc(CCNC(=O)c2oc3ccc(OC)cc3c2C)cc1	i	10%	-6%	1.9%	-20%	3%	1%	3%	-8%

Structural class, those above with fluorine
item	Structure	12-LOX inh	TrxR1 inh	TrxR1 substrate	RXFP1 agonist	USP1-UAF1 inh	Vif-A3G inh	Vif-APOBEC3F blk	IDH1 R132H inh	RGS4 inhibitor
1	C[C@H]1CCCCO[C@@H](CN(C)S(=O)(=O)c2ccc(F)cc2)[C@@H](C)CN([C@@H](C)CO)C(=O)c2cc(NC(=O)Nc3ccc4c(c3)OCO4)ccc2O1	-20%	x	x	x	-6%	0%	1%	-8%	x
2	O=C(Nc1nc2ccccc2[nH]1)c1cccc(F)c1	22%	12%	-5%	0.9%	-16%	-12%	-13%	2%	2%
11	Cc1ccc(NC(=O)[C@H]2O[C@@H]3OC(C)(C)O[C@@H]3[C@H]3OC(C)(C)O[C@H]32)cc1F	-33%	-1%	-2%	0.8%	u	-1%	-7%	-1%	6%
14	COc1ccccc1CNC(=O)C1CCC(CNS(=O)(=O)c2ccc(F)cc2)CC1 (stereo not given)	10%	3%	-2%	3.3%	-13%	0%	-24%	-3%	9%[56.9 µM]

Additional entries:
item	Structure	12-LOX inh	TrxR1 inh	TrxR1 substrate	RXFP1 agonist	USP1-UAF1 inh	Vif-A3G inh	Vif-APOBEC3F blk	IDH1 R132H inh	RGS4 inhibitor
17	CCC(C(=O)NCc1ccccc1OC)c1ccccc1 (stereo not given)	21%	7%	-5%	-0.5%	-8%	1%	0%	4%	1%
18	COC(=O)c1ccc(C(=O)OC)c(NC(=O)CCS(=O)(=O)Cc2ccccc2)c1	0%	5%	6%	0.2%	-22%	3%	-2%	-5%	5%
19	C=CCn1c(-c2sc(-c3ccccc3)nc2C)n[nH]c1=S	u	11%[57.1 µM]	9%[57.1 µM]	11%	1%	1%	u	3%	-29%
20	CN(CC(=O)Nc1ccc(F)c(F)c1F)C(=O)C1CCCO1 (stereo not given)	-1%	1%	-1%	2.8%	5%	0%	1%	3%	-15%
21	Cc1ccc(S(=O)(=O)N(C)CC(=O)N2CCC(C(N)=O)CC2)cc1	-2%	8%	-2%	0.0%	-2%	-1%	1%	-5%	17%
22	Cc1ccc(NC(=O)CCSc2nc(C)cc(C)n2)cc1	43%[activator]	3%	1%	0.3%	-8%	2%	-2%	11%	2%
23	COc1ccccc1Cn1c(CCCO)nc2ccccc21	-7%	12%[57.1 µM]	-7%[57.1 µM]	1.3%	-24%	-7%	-3%	6%	-50%
24	CSCCC(NC(=O)C12CC3CC(CC(C3)C1)C2)C(=O)OCC(=O)c1ccc(C)cc1 (stereo not given)	1%	3%	1%	1.7%	6%	-12%	2%	-21%	14%
25	O=C(Nc1ccc(Cl)cc1)OCc1cn(-c2ccc(Cl)cc2)nn1	-17%	-9%	-5%	2.2%	-9%	-1%	-2%	5%	u
26	CCOc1ccc(N(Cc2nnc3n2CCCCC3)C(=O)Nc2cccc(C)c2)cc1	1%	8%	1%	-0.6%	-19%	-4%	-2%	1%	13%
27	CC(C)c1nc(=S)c2ccccc2[nH]1	u	u	-19%	9.4%	-6%	-5%	6%	4%	-49%
28	C=CCNC(=O)c1c(CSc2ccccc2)noc1C(=O)NCc1ccccc1	14%	13%	-1%	0.5%	3%	-4%	0%	4%	12%
29	Clc1c2c(nc3ccccc13)CCC2	5%	2%	-4%	4.8%	-14%	-5%	3%	10%	-3%
30	CCOc1ccc(NC(=O)CC2C(=O)N(c3ccc(OC)cc3)C(=O)N2CCc2ccc(OC)c(OC)c2)cc1 (stereo not given)	0%	6%	-1%	-1.1%	-1%	-7%	-13%	-12%	-4%
31	CCNc1nc(NCC)n2c(SCC(=O)Nc3ccc(C(F)(F)F)cc3[N+](=O)[O-])nnc2n1	8%	-2%	-1%	-0.3%	-23%	2%	8%	5%	-27%
32	Cc1cccc(CN2CCC(CNC(=O)Nc3ccccc3F)CC2)c1	1%	8%[57.1 µM]	-13%	x	1%	1%	-13%	8%	16%
33	CNCc1c(OCc2ccc(F)cc2)ccc2ccccc12	7%	33%	4%	3.1%	-15%	0%	9%	-5%	8%
34	COc1ccc(NC(=O)c2ccco2)cc1NC(=O)c1ccc(C#N)cc1F	0%&-7%	-8%&9%	-8%&1%	0.5%&2.4%	0%&-24%	4%&2%	-5%&1%	-9%&4%	47%&-21%
35	COc1cc(N=c2ssnc2Cl)c(OC)cc1Cl	2.5µM*!	u	-13%[57.1 µM]	-0.7%&1.4%	u	-10%&-9%	-8%&-6%	46µM*	u
36	CCOC(=O)Nc1ccc2c(c1)N(C(=O)CCN(CC)CC)c1ccccc1CC2	-4%	10%	0%	-0.7%	-7%	0%	0%	12%	3%
37	CC(CNc1nc2ccccc2n2cnnc12)c1ccccc1 (stereo not given)	u	23%	1%	0.0%	7%	1%	-30%	6%	12%
38	O=C(CN1CCCC1)Nc1ccc(Br)cc1[N+](=O)[O-]	-17%	34%[activator]	6%	-1.0%	-22%	-6%	4%	5%	13%
39	C=CCNC(=O)COCc1cc(-c2ccc3c(c2)OCO3)on1	11%	u	-9%	1.1%	-10%	-9%	1%	0%	-15%
40	Cc1noc(C)c1S(=O)(=O)N(C)C[C@H]1OCc2cn(nn2)CCCC(=O)N([C@H](C)CO)C[C@@H]1C	-1%	x	x	x	-28%	0%	-5%	5%	x
41	Cc1ccc(N/N=C(\C#N)C(=N)N2CCOCC2)cc1	u	-14%	-16%	0.7%	-6%	-9%	10%	8%	6%
42	CCOc1ccc(CCNC(=O)CCc2c(C)nc3c(-c4ccccc4)c(C)nn3c2C)cc1OCC	0%	21%	8%	1.1%	u	-4%	-9%	11%	-8%
43	CCSC(SCC)[C@H](O)[C@@H](O)[C@H](O)[C@H](O)CO	10%	17%	4%	-1.9%	-29%	-2%	-2%	15%	-9%
44	COc1cc(/C=C/c2ccc3c([N+](=O)[O-])cccc3n2)ccc1OCC(=O)O	u	-2%	-17%	0.0%	-16%	1%	4%	1%	15%
45	COc1cc(C(=O)Nc2cc(S(=O)(=O)N3CCOCC3)ccc2N2CCOCC2)cc(OC)c1C	12%	13%	-4%	x	-6%	1%	-2%	-7%	-9%
46	c1ccc(-c2nccc3ccccc23)cc1	-9%	-6%[57.1 µM]	-1%[57.1 µM]	x	-21%	1%	-1%	7%	7%

Screens (PubChem)

Only part of the results is shown. The share of hits here may be higher or lower than overall.
